# Source: PubChem (National Center for Advancing Translational Sciences (NCATS))
# Tau fibril FP = inhibitors of human tau fibril formation | 280,000 tested, 0.39% active | K18 P301L tau heparin fibrillization, Alexa594 FP, 6 h | P10636 | AID 1468 | Potency, µM (doses to about 57.7 µM), without a hit: at the top dose activity, negative = inhibition, usual class: inhibitors; further: on the % scale 0 is the no-effect control and ±100 the full control effect; nearly all actives have a fitted effect of over 55% in size
# Target sequence (P10636 561-689 P618L limits assumed): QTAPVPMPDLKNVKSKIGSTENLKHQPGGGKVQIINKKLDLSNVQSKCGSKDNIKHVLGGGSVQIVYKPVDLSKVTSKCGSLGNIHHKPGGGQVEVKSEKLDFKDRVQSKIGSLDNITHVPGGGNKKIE
#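 Human K18 P301L fragment (15 uM unlabeled plus 0.24 uM Alexa 594-labeled) in 100 mM sodium acetate pH 7 with compound, aggregation induced by 20 uM heparin for 6 hr at 37 C. ThT (30 uM) added for 1 hr, then Alexa 594 FP read.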
# TR SRC2 fluor cs = Texas Red fluorescence interference in TRb-SRC2 counter-screen; TRb/SRC2 Texas Red total fluorescence interference; Potency, µM (series often up to 106 µM), for inactives: at the highest dose fluorescence change, negative = quenching; 280,000 tested, 0.29% active; AID 1479; active means well fitted curve in either direction with a large enough effect; inconclusive means small, poorly fitted or top-dose-only effect; further: on the % scale 0 is the no-effect control and ±100 the full control effect
#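 Human TRβ ligand-binding domain (0.6 uM) and Texas Red SRC2 peptide (20 nM) in Tris buffer with 1 uM T3 and 5% DMSO were incubated with pinned compound for 5 hr at ambient temperature. Total fluorescence was computed as S + 2P (555/632 nm).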
# HTT cytoprotect = Huntington cell model cytoprotection by ATP luminescence | PC12 HTT-Q103 induced, cytoprotection, ATP luminescence, 40 h | Potency, µM (series often up to 56.4 µM), inactives show cytoprotection (ATP increase), actives largely listed as activators | 230,000 tested, 0.14% active;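 further: % of control where 0% means no effect; nearly all actives have a fitted effect of over 45% in size; toxic huntingtin expression switched on by the ecdysone agonist tebufenozide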
#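 Rat PC12, Q103 Htt exon1-GFP fusion, ecdysone promoter; tebufenozide inducer 100 nM final; compound titration; qHTS, 1500 cells/well; ATPlite luminescent read.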
# RECQ1 helicase = RECQ1 (human) helicase inhibition | 240,000 tested, 0.54% active | P46063 | Potency, µM (titrated, usually from 57.3 µM), for inactives: at the highest dose activity, negative = inhibition, most hits filed as inhibitors | RECQ1 DNA unwinding, red fluorescence kinetic read;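 further: plate controls were vehicle for no effect and no enzyme for full effect; nearly all actives have a fitted effect of over 30% in size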
#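 50 nM RECQ1T1 preincubated 15 min with compound in Tris pH 8.0 buffer with MgCl2, DTT, Tween-20 and 2.5 ug/ml poly(dI-dC); started with 200 nM TAMRA/BHQ-2 forked duplex and 2 mM ATP. Unwinding read as fluorescence (525/598 nm), two reads 2 h apart.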
# Tau fluor counter = counter-screen for tau fibril formation inhibitors; AID 1463; 280,000 tested, 0.93% active; Potency, µM (series often up to 57.7 µM), for the others: at the top dose activity change, negative = decrease; tau K18 P301L Alexa594 fluorescence, heparin fibrillization; further: on the % scale 0 is the no-effect control and ±100 the full control effect; nearly all actives have a fitted effect of over 55% in size
#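 Human K18 P301L tau (15 uM unlabeled plus 0.24 uM Alexa 594-labeled, final) in 100 mM sodium acetate pH 7 was mixed with compound and 20 uM heparin and incubated 6 hr at 37 C.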
# TRb SRC2 PPI = disrupts binding of human TR beta to SRC2; P10828; TRbeta-SRC2 peptide binding, fluorescence polarization; receptor liganded with 1 µM T3; Potency, µM (highest dose often 106 µM), inactives show at the top dose activity change, negative = inhibition, actives largely listed as inhibitors; 280,000 tested, 0.065% active; AID 1469;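 further: plate controls were bound peptide for no effect and peptide without receptor for full effect; nearly all actives have a fitted effect of over 50% in size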
# Target sequence (P10828 whole entry, looked up): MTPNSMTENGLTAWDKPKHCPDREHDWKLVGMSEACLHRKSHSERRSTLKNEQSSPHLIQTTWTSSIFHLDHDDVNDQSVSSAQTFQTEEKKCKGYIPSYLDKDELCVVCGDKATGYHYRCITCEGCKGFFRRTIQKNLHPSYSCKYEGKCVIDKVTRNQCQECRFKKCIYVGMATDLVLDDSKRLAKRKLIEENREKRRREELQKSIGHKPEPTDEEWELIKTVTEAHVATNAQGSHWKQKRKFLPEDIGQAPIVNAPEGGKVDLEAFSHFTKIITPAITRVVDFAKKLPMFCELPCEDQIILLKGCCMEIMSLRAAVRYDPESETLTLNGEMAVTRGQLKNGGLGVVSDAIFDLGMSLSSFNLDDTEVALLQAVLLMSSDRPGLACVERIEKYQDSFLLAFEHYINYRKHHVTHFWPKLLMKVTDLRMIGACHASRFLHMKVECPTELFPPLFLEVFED
#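 A fluorescence polarization screen tested compounds at multiple concentrations against complex formation between 0.6 uM TRb ligand-binding domain and 20 nM Texas Red SRC2 peptide, with 1 uM T3 present; readout after 5 hr.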
# Tau fibril ThT = tau fibrillization inhibition (ThT binding); recombinant tau K18 P301L (four-repeat tau fragment), heparin-induced fibrillization, ThT fluorescence; P10636; AID 1460; 270,000 tested, 2.1% active; Potency, µM (top dose mostly 57.4 µM), inactives show at the top dose activity, negative = inhibition, most hits filed as inhibitors; further: on the % scale 0 is the no-effect control and ±100 the full control effect; nearly all actives have a fitted effect of over 55% in size
#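 In this qHTS, human K18 P301L tau is incubated with compound and heparin for 6 hr at 37 C, and Thioflavin T fluorescence then reports fibril load.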
# L3MBTL1 inh = inhibitors of human L3MBTL1; Q9Y468; AlphaScreen L3MBTL1–H3K9me1 peptide binding; Potency, µM (series often up to 57.1 µM), for the others: at the top dose activity, negative = inhibition, hits mostly inhibitors; 230,000 tested, 0.66% active; AID 485360; further: on the % scale 0 is the no-effect control and ±100 the full control effect; nearly all actives have a fitted effect of over 60% in size
#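 First, the protein-peptide complex forms for 30 min at room temperature (L3MBTL1 50 nM, biotinylated H3K9me1 peptide 75 nM). Next, compounds are pin-transferred and incubated 30 min. Finally, AlphaScreen beads are added and read after 30 min.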
# * = called active by the depositor; i = inactive; ? = inconclusive; · = not tested or not shown; [ ] = another dose, or the depositor's remark. Unless noted, the call rests on the fitted dose curve; in most records, active means well fitted curve in the direction sought with a large enough effect; inconclusive means small, poorly fitted or top-dose-only effect, or another doubt; inactive means no such curve, though single readings can be large; an effect the other way counts as inactive or inconclusive. Potency means the concentration at half of the fitted maximal effect. This is a subset. The share of hits here may be higher or lower than overall.
# Start of the listing, in advance, 2 compounds:
SMILES | Tau fibril FP | TR SRC2 fluor cs | HTT cytoprotect | RECQ1 helicase | Tau fluor counter | TRb SRC2 PPI | Tau fibril ThT | L3MBTL1 inh
CCC(=O)N1N=C(c2cccs2)CC1c1ccco1 (stereo unspecified) | -9% | -3% | 10%[10 µM] | -4% | -18% | 5% | -19% | -6%
Cc1ccc(C(=O)NCC(=O)Nc2ccccc2C(F)(F)F)cc1 | 0% | 2% | -11%[10 µM] | 1% | -3% | -7% | 3% | 5%

# The whole of this part, previewed entries included:
SMILES | Tau fibril FP | TR SRC2 fluor cs | HTT cytoprotect | RECQ1 helicase | Tau fluor counter | TRb SRC2 PPI | Tau fibril ThT | L3MBTL1 inh
CCC(=O)N1N=C(c2cccs2)CC1c1ccco1 (stereo unspecified) | -9% | -3% | 10%[10 µM] | -4% | -18% | 5% | -19% | -6%
Cc1ccc(C(=O)NCC(=O)Nc2ccccc2C(F)(F)F)cc1 | 0% | 2% | -11%[10 µM] | 1% | -3% | -7% | 3% | 5%
COCCOC(=O)c1c(-c2ccccc2)c(-c2ccccc2)nn(C)c1=O | -2% | -1% | · | · | -4% | 1% | -4% | ·
CC1(C)C2CCC1(C)C(OC(=O)C[n+]1ccccc1)C2 (stereo unspecified) | 0% | 1% | 3%[10 µM] | -3% | 2% | 2% | 0% | 11%
Cc1sc2ncnc(NCCN3CCOCC3)c2c1C | -10% | 2% | -4% | -8% | -11% | 2% | -11% | ·
Cc1ccc(NC(=O)CSc2n[nH]c(-c3ccco3)n2)c(C)c1 | -2% | -1% | -43%[inhibitor] | 4% | 0% | -1% | -7% | 12%
COC(=O)C1=C(CSc2nc3c(cc2C#N)CN(C)CC3)OC(N)=C(C#N)C1c1ccccc1F (stereo unspecified) | ? | -3% | -10%[10 µM] | -1% | ? | -3% | 18µM* | -23%
O=C1CSC(c2cccnc2)N1Cc1ccc(Cl)cc1Cl (stereo unspecified) | -4% | -4% | 10%[10 µM] | 11% | 1% | 6% | -2% | -6%
CC(=O)c1c(C)[nH]c(C(=O)OCC(=O)N2CCc3ccccc32)c1C | -8% | -9% | -29% | -7% | -15% | -1% | -6% | 60%[activator]
CCCNc1c(N)c(=O)oc2ccccc12 | -3% | 3% | 14% | i | -12% | -15% | -16% | ·

# An excerpt from above in order of heavy-atom count, smallest number first:
SMILES | Tau fibril FP | TR SRC2 fluor cs | HTT cytoprotect | RECQ1 helicase | Tau fluor counter | TRb SRC2 PPI | Tau fibril ThT | L3MBTL1 inh
O=C1CSC(c2cccnc2)N1Cc1ccc(Cl)cc1Cl (stereo unspecified) | -4% | -4% | 10%[10 µM] | 11% | 1% | 6% | -2% | -6%
CC(=O)c1c(C)[nH]c(C(=O)OCC(=O)N2CCc3ccccc32)c1C | -8% | -9% | -29% | -7% | -15% | -1% | -6% | 60%[activator]
COCCOC(=O)c1c(-c2ccccc2)c(-c2ccccc2)nn(C)c1=O | -2% | -1% | · | · | -4% | 1% | -4% | ·

# Next compounds follow:
SMILES | Tau fibril FP | TR SRC2 fluor cs | HTT cytoprotect | RECQ1 helicase | Tau fluor counter | TRb SRC2 PPI | Tau fibril ThT | L3MBTL1 inh
O=C(COC(=O)c1ccccn1)Nc1cccc(Cl)c1Cl | 2% | -1% | -7%[10 µM] | -5% | -7% | -14% | -8% | -2%
O=C(/C=C/c1cccc(Cl)c1)Nn1c(-c2cccs2)nc2ccccc2c1=O | ? | 0% | -3%[10 µM] | -1% | -26% | 3% | -4% | 1%
COC(=O)C1CCN(S(=O)(=O)c2c(C)n(C)c(=O)n(C)c2=O)CC1 | -2% | -1% | -9%[10 µM] | -6% | 3% | -5% | -3% | -6%
CCOC(=O)c1ccc(NC(=O)N2CCN(C(=O)c3ccco3)CC2)cc1 | -3% | -4% | · | i | -4% | -1% | -16% | 8%
N#Cc1ccc(NC(=S)NCCN2CCOCC2)cc1 | -3% | 0% | · | 12% | 1% | 3% | 5% | 9%
CC(C)CC(=O)Nc1ccc(Cl)c(-c2nc3ccccc3[nH]2)c1 | 0% | -20% | · | · | -11% | 3% | -1% | ·
O=C(N/N=C/c1ccccc1OCc1ccccc1Cl)c1cccnc1 | -11% | 1% | -50%[inhibitor] | -2% | ? | -7% | -4% | -11%
CC(C)N(C(=O)Cn1cc(S(=O)(=O)Cc2ccc(Cl)cc2)c2ccccc21)C(C)C | -11% | 0% | · | · | -8% | -3% | 1% | ·
Cc1ccc(NC(=O)c2nc(S(C)(=O)=O)ncc2N(Cc2ccco2)Cc2ccccc2F)c(C)c1 | -5% | -1% | · | · | -4% | 1% | 7% | ·
O=C(Nc1ccc2c(c1)OCO2)c1ccc2nc[nH]c2c1 | 8% | 1% | -48%[inhibitor] | -2% | ? | -3% | ? | ·

# Compound profiles, from the list above. Order of screens: Tau fibril FP	TR SRC2 fluor cs	HTT cytoprotect	RECQ1 helicase	Tau fluor counter	TRb SRC2 PPI	Tau fibril ThT	L3MBTL1 inh
# Listed for CCOC(=O)c1ccc(NC(=O)N2CCN(C(=O)c3ccco3)CC2)cc1 = -3%	-4%	·	i	-4%	-1%	-16%	8%
# Listed for O=C(/C=C/c1cccc(Cl)c1)Nn1c(-c2cccs2)nc2ccccc2c1=O = ?	0%	-3%[10 µM]	-1%	-26%	3%	-4%	1%

# Next entries follow:
SMILES | Tau fibril FP | TR SRC2 fluor cs | HTT cytoprotect | RECQ1 helicase | Tau fluor counter | TRb SRC2 PPI | Tau fibril ThT | L3MBTL1 inh
C/C(=N\N=C(/N)SC1CC(=O)N(c2ccc(Cl)c(Cl)c2)C1=O)c1cccs1 (stereo unspecified) | ? | -8% | -83%[inhibitor] | -9% | ? | 3% | -1% | -7%
NC1=NC(c2ccc(Cl)cc2)C(C(=O)c2ccccc2)N1 (stereo unspecified) | -1% | -1% | -30%[10 µM] | -6% | 1% | -1% | · | ·
O=C(CCc1c[nH]c2ccccc12)Nc1ccc(S(=O)(=O)Nc2ncccn2)cc1 | -5% | -6% | -55%[inhibitor][10 µM] | -11% | -8% | -2% | 0% | -2%
O=C(Nc1ccc(F)c(Cl)c1)c1cc(S(=O)(=O)NCc2ccc3c(c2)OCO3)ccc1F | ? | -1% | · | · | ? | 2% | 13% | ·
Cc1c(C(=O)NC(C)C)sc2ncn(CC(=O)N3CCC(C)CC3)c(=O)c12 | 8% | 2% | 19% | i | -6% | 2% | -10% | ·
Cc1ccc(NC2CC(=O)N(c3ccc(N4CCCCC4)cc3)C2=O)cc1 (stereo unspecified) | 1% | 1% | 10% | i | -15% | 5% | ? | ·
COc1ccc(-c2noc(-c3ccc(N4CCCCC4)c([N+](=O)[O-])c3)n2)cc1 | -9% | -1% | · | · | -4% | 2% | 9% | ·
CC(C)CN1CCN(Cc2ccc(C#CC(C)(C)O)cc2)CC1CCO (stereo unspecified) | 8% | -3% | 12%[10 µM] | -9% | -9% | 3% | -11% | 5%
O=C(NC1CCCCCC1)C1CCCN1S(=O)(=O)c1cccc2cccnc12 (stereo unspecified) | -7% | -4% | -25% | -7% | -16% | -1% | -15% | ·
Cc1ccc(NC(=O)CCCCCC2NC(=O)NC2C)cc1 (stereo unspecified) | 1% | -1% | 3% | -1% | 2% | 7% | -1% | ·
CC(C(=O)Nc1nccs1)N1C(=O)C2CC=CCC2C1=O (stereo unspecified) | -5% | -5% | 3% | -15% | -6% | -4% | -15% | ·
CC(C)OC(=O)CSc1nnc2c3ccccc3n(C)c2n1 | 2% | -1% | 11%[10 µM] | i | 2% | -10% | 4% | 3%
Cc1cc(C)n(/N=C/c2ccccc2O)c(=O)c1 | -2% | -1% | -3% | -16% | 0% | 5% | 0% | 0%
Cc1nn(Cc2cccc(C(N)=O)c2)c(C)c1Br | -4% | -4% | 2%[10 µM] | -2% | -7% | -1% | -3% | 1%
Cc1ccc(NC(=O)OCc2cncs2)cc1 | 2% | -1% | 8% | i | -6% | -4% | -6% | -8%
CC(NC(=O)CCSc1nc(-c2ccco2)cc(C(F)(F)F)n1)c1ccccc1 (stereo unspecified) | 1% | 1% | -13% | -10% | -25% | 4% | -16% | 4%
CCOC(=O)Cc1csc(NC(=O)c2c(O)c3c(n(CC(C)C)c2=O)CCCC3)n1 | 5% | -1% | -8%[10 µM] | i | -16% | -1% | ? | -3%
Cc1ccc2nc(CSc3nnc(Nc4ccccc4C)s3)cc(=O)n2c1 | 9% | -1% | 14%[10 µM] | -8% | -10% | 4% | -17% | -9%
CNC(=S)NNC(=O)c1cccc(N(C)C)c1 | -6% | -6% | 3% | i | -3% | -5% | -5% | -6%[11.4 µM]
COC(=O)CCn1cnc2onc(-c3cc(F)cc(F)c3)c2c1=O | -4% | -2% | · | · | -12% | -4% | -1% | ·
O=c1[nH]c(/C(Cl)=C/c2cccc(C(F)(F)F)c2)nc2cc(Cl)ccc12 | 2% | -3% | 12%[10 µM] | -3% | 0% | -4% | 0% | 4%
CCC1(C)Cc2ccccc2-c2c1c(=O)n(Cc1ccccc1)c1nnnn21 (stereo unspecified) | -2% | -1% | 11% | -4% | -9% | -3% | -7% | 24%[11.4 µM]
Cc1ccc(CN2CCN(CC(=O)N/N=C/c3c[nH]c4ccccc34)CC2)cc1 | 6% | 1% | 12%[10 µM] | -2% | -23% | 9% | -12% | 2%
COC(=O)c1cn(NC(=O)COc2ccc(Cl)cc2)c(=O)c2ccccc12 | -2% | 2% | 29% | 3% | -6% | -1% | 0% | 27%
O=Cc1ccccc1Oc1nc(N2CCOCC2)nc(N2CCOCC2)n1 | ? | -3% | · | i | -4% | -5% | -12% | 1%
